OX1R antag-1 = antagonists of human orexin 1 receptor (OX1R). O43613. OX1R-expressing cells, FRET antagonist read-out. inhibition, % at 6.6 µM. 330,000 compounds, 1.8% hits. AID 485270; in the data active means inhibition mostly above about 38%, no sharp cut-off; inactive means mostly below about 40%;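 further: 0% = agonist challenge alone and 100% = reference antagonist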
Target sequence (O43613 whole entry, looked up): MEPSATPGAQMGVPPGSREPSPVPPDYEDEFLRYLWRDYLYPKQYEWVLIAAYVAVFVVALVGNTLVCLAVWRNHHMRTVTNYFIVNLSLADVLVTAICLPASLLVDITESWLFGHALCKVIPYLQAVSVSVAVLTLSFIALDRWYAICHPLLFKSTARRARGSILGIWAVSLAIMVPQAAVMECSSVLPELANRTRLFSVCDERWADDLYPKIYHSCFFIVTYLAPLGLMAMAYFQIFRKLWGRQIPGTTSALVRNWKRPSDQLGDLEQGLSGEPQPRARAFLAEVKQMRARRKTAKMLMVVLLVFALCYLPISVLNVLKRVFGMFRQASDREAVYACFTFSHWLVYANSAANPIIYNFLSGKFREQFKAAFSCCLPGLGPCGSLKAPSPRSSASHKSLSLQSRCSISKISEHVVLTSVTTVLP
OX1R antag-2 = antagonists of human orexin 1 receptor; O43613; CHO/OX1R cells, Fluo-8 calcium fluorescence, orexin A; inhibition, % at 5 µM; 330,000 compounds, 0.43% hits; AID 434989;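 active means inhibition above its plate's threshold, mean inhibition of all tested compounds on the plate plus 3 SD, cut at about 37% in these data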;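 further: 0% = orexin A challenge wells and 100% = SB-334867-A antagonist wells; not every result past the cut was called active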
An asterisk follows results filed as active. This is a random part of the collection; any-hit rate near 2.1%.

Start of the data: the first 2 compounds, to show the layout:
| OX1R antag-2 | OX1R antag-1 | canonical_smiles |
| --- | --- | --- |
| 6 | 8 | COc1cc(/C=C/C(=O)OCC(=O)Nc2cc(C)c(C)cc2[N+](=O)[O-])ccc1O |
| -21 | 12 | C/C(=N/NC(=O)c1nnn(-c2nonc2N)c1-c1ccccc1)c1ccncc1 |

This part in full, from the first entry:
| OX1R antag-2 | OX1R antag-1 | canonical_smiles |
| --- | --- | --- |
| 6 | 8 | COc1cc(/C=C/C(=O)OCC(=O)Nc2cc(C)c(C)cc2[N+](=O)[O-])ccc1O |
| -21 | 12 | C/C(=N/NC(=O)c1nnn(-c2nonc2N)c1-c1ccccc1)c1ccncc1 |
| -6 | 14 | CC(C)c1nc(Cl)c(C#N)c2c1CCC2 |
| 2 | 19 | CC(=O)Nc1ccc(S(=O)(=O)NNc2cccc(C)c2)cc1 |
| 2 | 4 | Cc1cnc(NC(=O)COc2ccc3c(c2)CCC3)s1 |
| -32 | 15 | CCOC(=O)C1(Cc2ccc(OC)cc2)CCN(C(=O)CCn2ccc(C)n2)CC1 |
| -11 | 17 | CSc1ccccc1C(=O)NC1CCCCCC1 |
| -4 | 10 | Cc1cc(NC(=O)CCC(=O)NNC(=O)c2ccc(C(C)(C)C)cc2)no1 |
| -18 | 20 | Cc1ccc(C)c2c1cc(C)c1nnc(SCC(=O)N3CCCc4ccccc43)n12 |
| -34 | 27 | CC1CCN(c2nnc(-c3ccccc3)c3ccccc23)CC1 |
| -8 | 7 | Cc1nc2c(Cl)cc(Cl)cc2[nH]1 |
| -5 | 17 | CCC(C)NCC(O)COCc1ccc(Cl)cc1 (configuration not stated) |
| -15 | 8 | Cc1ccc(NC(=O)C2CCN(C(=O)NC3CCCCC3)CC2)cc1 |
| -30 | 12 | Cc1ccc(SCCNC(=S)Nc2ccc(C)cc2C)cc1 |
| 0 | 7 | C/C(CC1CC(COCC(C)C)OC1=O)=N\NC(N)=S (configuration not stated) |
| -10 | 8 | COc1ccc(S(=O)(=O)N2CCC(C(=O)N3CCC(C(N)=O)CC3)CC2)cc1Cl |
| -39 | 5 | CCC(Oc1ccccc1)C(=O)N1CCC(C(N)=O)CC1 (configuration not stated) |
| 3 | 8 | CC(C)C(NC(=O)CC12CC3CC(CC(C3)C1)C2)C(=O)O (configuration not stated) |
| 1 | 52* | O=C1C(=O)c2ccccc2C(O)=C1c1cccc([N+](=O)[O-])c1 |
| -18 | 4 | COc1ccc(-c2cc3nc(C)cc(N)n3n2)cc1 |
| -20 | 5 | CC#CC(=O)N1CCC(CO)(CCc2ccccc2)CC1 |
| -10 | 14 | O=c1sc2ccccc2n1CCCOc1ccccc1 |
| -37 | 4 | COc1ccc(CC(=O)NCC2CCCN(Cc3ccc(SC)cc3)C2)cc1 (configuration not stated) |
| -8 | 6 | CCOC(=O)c1c(S(=O)(=O)NCCc2ccccc2)c(C)n(C)c1C |
| -21 | 6 | CC(C)NC(=O)c1ccc(CN2CCC(Cc3ccccc3)CC2)cc1 |
| 6 | 18 | C/C(N)=C(/C#N)C(=O)COC(=O)CCSc1ccccc1Cl |
| -20 | 4 | COc1ccc(CNC(=O)CCn2c(=O)c3cccn3c3ccc(F)cc32)cc1 |
| 8 | 14 | CCC(CC)NC(=O)CCc1nc2ccccc2c(=O)[nH]1 |
| 1 | 6 | O=C(O)CC12CC3CC(C1)CC(n1ncc(NCC4CCCO4)c(Cl)c1=O)(C3)C2 (configuration not stated) |
| -6 | 22 | CCOC(=O)c1c(-c2ccc(OC)cc2)csc1/N=C/C1=C(O)CCCC1=O |
| -27 | 4 | CC(=O)Oc1ccc(C2(C)CC(C)(C)NC(=S)N2C)c(OC(C)=O)c1 (configuration not stated) |
| -29 | 12 | CCOc1ccc(-n2c(=O)cc(N3CCN(c4ccc(F)cc4)CC3)[nH]c2=O)cc1 |
| -28 | 6 | CC(C)CC(=O)NS(=O)(=O)c1ccc(NS(C)(=O)=O)cc1 |
| -6 | 15 | CCN(CC)CCCN=C1N[C@@H](c2ccccc2)C(C(=O)OC)=C(C)N1CC |
| -22 | -5 | CC(=O)N1CCc2c(sc(NC(=O)Cc3ccc(F)cc3)c2C(N)=O)C1 |
| -16 | 35 | O=Cc1c(-[n+]2ccccc2)nc([O-])n1-c1ccccc1 |
| -19 | 17 | COC(=O)c1sccc1NC(=O)CNC(=O)c1ccccc1 |
| -17 | 11 | Cc1cc(C)cc(OCCNS(=O)(=O)c2cccs2)c1 |
| -1 | 8 | O=C(NC1CCCCC1)N1CCN(c2ccc(Cl)cc2)CC1 |
| -23 | 21 | CC(=O)c1c(C)[nH]c(C(=O)CSc2nnc(-c3ccccc3)n2Cc2ccc3c(c2)OCO3)c1C |
| 2 | 18 | COc1ccc(-c2nc(-c3cccc(C)c3)[nH]c(=O)c2C#N)cc1 |
| 1 | 9 | COc1ccccc1CNCC(=O)Nc1cc(S(=O)(=O)N2CCOCC2)ccc1Cl |
| 24 | 24 | Oc1ccc(Br)cc1-c1cc(-c2ccc(Cl)cc2)n[nH]1 |
| -10 | 20 | c1ccc2c(c1)CCCC2NC1=NCCC1 (configuration not stated) |
| -19 | 5 | Cc1ccc2nc(SC(C(=O)c3ccccc3)c3ccccc3)nc(C)c2c1 (configuration not stated) |
| -8 | 38 | O=C(NCCc1ccccc1)C(=O)NCCC1CCCCN1S(=O)(=O)c1ccccc1 (configuration not stated) |
| -16 | 9 | COc1cc(OC)cc(C(=O)NCC(=O)OCC(=O)c2cc(OC)ccc2OC)c1 |
| -10 | -2 | Cc1ccc(OCCn2cc(C(=S)N3CCCC3)c3ccccc32)cc1C |
| -19 | -1 | CCOc1ccc(C(=O)Nc2cccc3ncccc23)cc1Cl |
| -23 | 7 | Cc1ccc(NC(=O)C2CCCN(S(=O)(=O)c3c(C)noc3/C=C/N(C)C)C2)c(C)c1 (configuration not stated) |
| -12 | 2 | CC(C)(C)OC(=O)N1CCC(C(=O)N[C@@H](Cc2c[nH]c3ccccc23)C(=O)O)CC1 |
| 4 | 21 | CN(C)C(=O)CSc1nc(SCC(=O)N(C)C)n(-c2ccccc2)n1 |
| -3 | 15 | CC(=O)Oc1ccc(N2C(=O)C3C4C=CC(O4)C3C2=O)cc1 (configuration not stated) |
| -6 | 2 | Cc1cc(F)ccc1NC(=O)C1CCCO1 (configuration not stated) |
| -11 | 15 | Cc1ccc(S(=O)(=O)CCC(=O)Nc2cccc([N+](=O)[O-])c2)cc1 |
| -11 | 25 | Cc1cc(C)cc(C(=O)N2CCC(C(N)=O)CC2)c1 |
| 12 | 17 | O=C(O)c1cccc(-c2ccc(/C=c3/sc4nc5ccccc5n4c3=O)o2)c1 |
| -3 | 11 | CC(NC(=O)c1ccncc1)C(C)(C)C (configuration not stated) |
| -11 | 12 | O=C(COC(=O)c1cccnc1Cl)NCC1CCCO1 (configuration not stated) |
| 12 | -2 | CC1(C)Cc2c(sc3[nH]c(=S)[nH]c(=O)c23)CO1 |

New compounds follow.
| OX1R antag-2 | OX1R antag-1 | canonical_smiles |
| --- | --- | --- |
| 0 | 6 | Cc1cc(C)c2sc(NC(=O)c3ccc(N4C(=O)CCC4=O)cc3)nc2c1 |
| -25 | 19 | c1ccc(N/N=C(\Cc2nc3ccccc3[nH]2)c2ccccc2)cc1 |
| -11 | 39 | Cc1cc(NC(=O)COc2ccccc2C)ccc1NC(=O)c1ccco1 |
| -7 | 11 | CCCCNC(=S)N1CCN(C)CC1 |
| 8 | 24 | CC(C)(CO)NCC(O)COc1ccc2c(c1)CCC2 (configuration not stated) |
| -5 | 20 | CCOc1ccc2nc(NC(=O)c3c([N+](=O)[O-])cnn3CC)sc2c1 |
| 2 | 10 | COc1ccc(-n2c(Cc3cccn3C)nnc2SCC(=O)N2CCCc3ccccc32)cc1 |
| -19 | 5 | CCCc1nc2ccccc2c(=O)n1/N=C/c1ccc(O)cc1 |
| -22 | 54* | Cc1cc(O)c(N)c(C)c1Cl |
| -2 | 19 | Cc1cc(-c2ccc(/C=N/n3cnnc3)o2)ccc1Cl |
| -26 | 13 | CCOC(=O)N1CCN(C(=O)CSc2nnc(-c3ccc(Cl)s3)o2)CC1 |
| -13 | 13 | Cc1cc(Br)ccc1NC(=S)Nc1cccc([N+](=O)[O-])c1 |
| -15 | 2 | CCN(CC)c1ccc(NC(=O)CN2CCN(c3nc(C)cc(C)n3)CC2)cc1 |
| -22 | 28 | CC(Oc1ccccc1)C(=O)N1CCN=C1SCc1ccccc1F (configuration not stated) |
| -2 | 13 | CCOC(=O)N1CCN(C(=O)c2ccc(CNS(=O)(=O)c3ccc(OC)cc3)cc2)CC1 |

Part of the list above, with bars between the fields.
Molecule | OX1R antag-2 | OX1R antag-1
CCOC(=O)N1CCN(C(=O)c2ccc(CNS(=O)(=O)c3ccc(OC)cc3)cc2)CC1 | -2 | 13
CCCCNC(=S)N1CCN(C)CC1 | -7 | 11
CCOc1ccc2nc(NC(=O)c3c([N+](=O)[O-])cnn3CC)sc2c1 | -5 | 20
CCN(CC)c1ccc(NC(=O)CN2CCN(c3nc(C)cc(C)n3)CC2)cc1 | -15 | 2
Cc1cc(O)c(N)c(C)c1Cl | -22 | 54*
Cc1cc(Br)ccc1NC(=S)Nc1cccc([N+](=O)[O-])c1 | -13 | 13

(further entries)
| OX1R antag-2 | OX1R antag-1 | canonical_smiles |
| --- | --- | --- |
| -7 | 0 | COc1ccc(NS(=O)(=O)c2ccc3c(c2)CCC(=O)N3)c(OC)c1 |
| -14 | 29 | C=CCn1c(-c2csc(-c3ccccc3)n2)n[nH]c1=S |
| 12 | 11 | Cc1c(NC(=O)c2c([N+](=O)[O-])cnn2C)c(=O)n(-c2ccccc2)n1C |
| -31 | 31 | COC(=O)CCC(=O)OC1(C)C(=O)C=C2C=C(C3CC3)N(c3ccccc3)C=C2C1=O (configuration not stated) |
| -1 | 21 | COCc1cc(N2CCCCC2)nc(-c2ccccc2)n1 |
| -29 | 6 | COc1ccccc1Nc1nc(N)nc(CN2CCN(c3ccccc3)CC2)n1 |
| -37 | 17 | CC(C)N(CCCNC(=O)Cn1ncc2c([nH]c3ccccc32)c1=O)Cc1ccccc1 |
| -20 | 18 | Cc1nc(NC(=O)COC(=O)CCC(=O)c2cccs2)c(Cl)cc1Cl |
| -2 | 4 | C(=N\n1cnnc1)/c1cn(Cc2ccccc2)c2ccccc12 |
| -37 | 13 | Cc1ccc(N2C(=O)C3ON(c4ccccc4)C(CC(C)C)C3C2=O)cc1 (configuration not stated) |
| 3 | 2 | Cc1cc(C(=O)COC(=O)C2=NNC(=O)CC2)c(C)n1-c1cccc(C(F)(F)F)c1 |
| -11 | 24 | O=C(NCc1cn(-c2ccccc2)nc1-c1ccc(F)cc1)c1cccc([N+](=O)[O-])c1 |
| -13 | 15 | CCOC(=O)c1cc(NC(=O)Nc2nc3ccccc3s2)c(C)nc1C |
| -6 | 12 | C/C(=C(\C#N)C(=O)NCc1ccccc1)N(C)C |
| -26 | 21 | CCOC(=O)c1oc2ccc(Br)cc2c1NC(=O)CN1CCN(C)CC1 |

One compound at a time, as listed above. Values in the order: OX1R antag-2, OX1R antag-1
`CCOC(=O)c1oc2ccc(Br)cc2c1NC(=O)CN1CCN(C)CC1` reads -26, 21
`O=C(O)c1cccc(-c2ccc(/C=c3/sc4nc5ccccc5n4c3=O)o2)c1` reads 12, 17

Arranged by SMILES length (ascending): 6 of the compounds above
| OX1R antag-2 | OX1R antag-1 | canonical_smiles |
| --- | --- | --- |
| 8 | 24 | CC(C)(CO)NCC(O)COc1ccc2c(c1)CCC2 (configuration not stated) |
| -16 | 35 | O=Cc1c(-[n+]2ccccc2)nc([O-])n1-c1ccccc1 |
| -15 | 8 | Cc1ccc(NC(=O)C2CCN(C(=O)NC3CCCCC3)CC2)cc1 |
| -13 | 15 | CCOC(=O)c1cc(NC(=O)Nc2nc3ccccc3s2)c(C)nc1C |
| -20 | 18 | Cc1nc(NC(=O)COC(=O)CCC(=O)c2cccs2)c(Cl)cc1Cl |
| -11 | 15 | Cc1ccc(S(=O)(=O)CCC(=O)Nc2cccc([N+](=O)[O-])c2)cc1 |

New compounds follow
| OX1R antag-2 | OX1R antag-1 | canonical_smiles |
| --- | --- | --- |
| -16 | -3 | CCOc1ccc2nc(NC(=O)CN3CCC(n4nnc5cc(C(F)(F)F)ccc54)CC3)sc2c1 |
| 1 | 32 | Cc1cccc(Oc2ncnc(N)c2[N+](=O)[O-])c1 |
| -8 | 23 | COc1ccc(CN2C(=O)c3cccnc3C2Nc2cc(Cl)c(OC)cc2OC)cc1 (configuration not stated) |
| -15 | 10 | CCC(=NCc1ccccc1)C1=C(O)C(C(=O)OC)C(C)(C)CC1=O (configuration not stated) |
| 1 | 7 | CSc1cccc(NC(=O)CN(C)S(=O)(=O)c2cnc[nH]2)c1 |
| 12 | 10 | CCOC(=O)c1c(N)c(C#N)c2n1CCCC2 |
| -5 | -5 | NC(=O)COC(=O)c1cccc(S(=O)(=O)N2CCN(c3ccccc3)CC2)c1 |
| -36 | 5 | O=C1c2cccnc2C(Nc2ccc(S(=O)(=O)N3CCCCCC3)cc2)N1Cc1ccccc1 (configuration not stated) |
| -13 | 7 | CCOC(=O)c1c(CS(=O)(=O)c2ccccc2)n(C)c2cc(Br)c(O)c(CN(C)C)c12 |
| -24 | 8 | CC1=C(C(=O)Nc2ccccc2)C(c2ccncc2)C(C#N)=C(SCC(=O)NC2CC2)N1 (configuration not stated) |
| 3 | 8 | CN(c1ccc(C(=O)COC(=O)C2CC2)cc1)S(C)(=O)=O |
| -19 | 18 | CCCCn1c(SCC(=O)NC2CCCC2)nc2ccccc2c1=O |
| -19 | 33 | Cc1ccc(SCC(=O)Nc2ccc(S(=O)(=O)Nc3ncccn3)cc2)cc1 |
| -14 | -5 | CCN(CC(=O)Nc1cccc(OC)c1)C(=O)c1ccco1 |
| -8 | 19 | O=C1OC(Nc2ccc(F)c([N+](=O)[O-])c2)c2ccccc21 (configuration not stated) |
| -17 | 20 | CN(C)S(=O)(=O)c1cccc(NC(=O)c2ccc(N3CCOCC3)c([N+](=O)[O-])c2)c1 |
| -17 | -5 | O=C(NC1C2CC3CC(C2)CC1C3)C1CCCCC1 (configuration not stated) |
